# Screening data as filed in PubChem.
# phage Ecoli inh: E. coli growth loss with phage present. growth absorbance. inhibition, % at 11.9 µM. 360,000 tested, 0.26% active. AID 651602; in the data active = inhibition above about 11%
# DAGLB inh: diacylglycerol lipase beta (human) inhibition; HEK293T DAGLB membrane lysate, EnzChek fluorogenic substrate; inhibition, % at 5.17 µM; 340,000 tested, 0.059% active; AID 504411; in the data active = inhibition above about 34%;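 note: 0% = enzyme with vehicle and 100% = wells lacking enzyme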
# Target sequence (Q8NCG7 whole entry, looked up): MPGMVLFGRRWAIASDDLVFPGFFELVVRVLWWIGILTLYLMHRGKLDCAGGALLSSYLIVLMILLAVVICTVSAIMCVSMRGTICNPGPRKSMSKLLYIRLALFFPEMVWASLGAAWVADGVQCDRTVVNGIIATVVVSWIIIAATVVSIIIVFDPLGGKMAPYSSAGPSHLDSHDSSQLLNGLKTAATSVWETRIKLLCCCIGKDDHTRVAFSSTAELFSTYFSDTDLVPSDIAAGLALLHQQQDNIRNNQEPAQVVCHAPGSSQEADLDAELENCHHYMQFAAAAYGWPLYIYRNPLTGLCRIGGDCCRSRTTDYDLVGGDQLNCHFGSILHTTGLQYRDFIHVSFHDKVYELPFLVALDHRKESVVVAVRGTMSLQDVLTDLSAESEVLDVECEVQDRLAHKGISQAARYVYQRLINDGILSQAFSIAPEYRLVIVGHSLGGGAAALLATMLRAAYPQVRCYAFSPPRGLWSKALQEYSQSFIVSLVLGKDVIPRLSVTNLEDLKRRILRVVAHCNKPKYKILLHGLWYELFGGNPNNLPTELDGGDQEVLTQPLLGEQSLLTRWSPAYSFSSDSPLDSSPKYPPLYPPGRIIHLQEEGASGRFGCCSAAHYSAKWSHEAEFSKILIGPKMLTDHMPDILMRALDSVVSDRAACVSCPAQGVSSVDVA
# Ecoli viability: counter-screen for AddAB inhibitors: E. coli growth inhibition; E. coli V3065 growth, OD600 absorbance, 18 h; inhibition, % at 11.9 µM; 330,000 tested, 0.27% active; AID 449728;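 active = inhibition above the campaign's mean inhibition across all tested compounds plus 3 SD, cut at about 9.9% in these data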;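 note: uninfected addAB+ strain grown without phage in ampicillin broth; 0% = DMSO wells and 100% = ciprofloxacin 0.95 µg/ml wells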
# PfHsp90 yeast 2: growth inhibition of yeast expressing Plasmodium Hsp90. 310,000 tested, 0.32% active. S. cerevisiae expressing PfHsp90, BacTiter-Glo ATP, 48 h; yeast lacking PDR1 and PDR3 efflux regulators. inhibition, % at 9.4 µM. AID 504621;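 active = every replicate shows inhibition above about 80%, whatever the replicate mean, limit read from the data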;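 note: 0% = DMSO neutral controls and 100% = 20 µM radicicol positive controls; yeast relying on Plasmodium falciparum Hsp90 in place of its own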
# Tat transport: blocks Tat-dependent protein export in E. coli | E. coli MC4100 TorA-mCherry Tat export, fluorescence | inhibition, % at 10 µM | 340,000 tested, 0.036% active;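 active = mean replicate inhibition at least 50% and at least half of replicates individually reaching 50%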;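 note: exported cargo escapes ClpAP degradation while cytoplasmic cargo is degraded and loses fluorescence; 0% = median of neutral control wells and 100% = median of NaSCN control wells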
# PvdQ inh: P. aeruginosa PvdQ acylase inhibition | inhibition, % at 10 µM | 340,000 tested, 0.063% active | AID 488965 | purified PvdQ acylase, fluorescence plate reader; in the data active = inhibition above about 30%, passing the limit was not always enough;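 note: 0% = vehicle neutral wells and 100% = reference inhibitor wells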
# AddAB inh: less growth of phage-infected E. coli with AddAB | inhibition, % at 11.9 µM | 330,000 tested, 0.29% active | E. coli expressing H. pylori AddAB, absorbance growth; in the data active = inhibition above about 12%;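 note: 0% = vehicle wells of infected cells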
# Wnt bcat act: activators of Wnt/beta-catenin signaling; AID 743398; Wnt/beta-catenin reporter cell assay, activator, plate reader; 300,000 tested, 1.2% active; activation, % at 9.35 µM; in the data active = activation above about 30%, passing the limit was not always enough;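 note: 0% = neutral control wells and 100% = positive control wells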
# CAL PDZ inh: inhibitors of human CAL PDZ peptide binding; inhibition, % at 20 µM; 330,000 tested, 0.02% active; AID 504414; purified CAL PDZ, TMR-peptide fluorescence polarization, 1 h;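 active = highest replicate inhibition of at least 40%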;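 note: plate controls were DMSO neutral control wells for no effect and unlabeled competitor peptide control wells for full effect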
#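 Assay system – tagged CAL PDZ protein CerCALP, purified · Timing – 1 h at RT · Compound – single point, 20 µM · Measured by – fluorescence polarization from S- and P-plane intensities, G-factor corrected · Evaluation – inhibition from polarization loss · Probe or stimulus – TMR reporter peptide T*-PRC34 · Buffer or medium – pH 7.4 phosphate-saline buffer, reducing agent, detergent, IgG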
# Rtt109 Vps75: blocks Candida albicans Rtt109/Vps75 acetyltransferase activity; purified Rtt109/Vps75, ThioGlo CoA-SH fluorescence, 4 h; Q5AAJ8; 330,000 tested, 0.16% active; inhibition, % at 34.9 µM;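 active = inhibition of at least 50% in every replicate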
# Target sequence (Q5AAJ8 whole entry, looked up): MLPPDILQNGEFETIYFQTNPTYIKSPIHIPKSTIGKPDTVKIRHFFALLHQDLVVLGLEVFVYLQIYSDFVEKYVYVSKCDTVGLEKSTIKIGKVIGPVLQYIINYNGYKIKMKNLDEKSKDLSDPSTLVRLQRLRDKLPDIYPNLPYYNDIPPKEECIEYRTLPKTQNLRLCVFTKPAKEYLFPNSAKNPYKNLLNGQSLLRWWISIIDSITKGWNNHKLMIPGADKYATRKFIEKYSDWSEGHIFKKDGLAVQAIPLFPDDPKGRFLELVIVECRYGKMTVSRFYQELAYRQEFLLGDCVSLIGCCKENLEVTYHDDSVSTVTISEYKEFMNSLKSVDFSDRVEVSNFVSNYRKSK
# * marks the source's active call; other numbers are inactive results; x = no result given.
SMILES,phage Ecoli inh,DAGLB inh,Ecoli viability,PfHsp90 yeast 2,Tat transport,PvdQ inh,AddAB inh,Wnt bcat act,CAL PDZ inh,Rtt109 Vps75
Cc1sc2ncnc(OCC(=O)NC(C)C(C)C)c2c1C (stereo not drawn),4.8,0.2,-0.3,1.3,-0.7,-8.3,-0.7,-3.7,-2.1,0.5
COc1ccc2c(c1)C(C)(CCN)C(=O)N2C (stereo not drawn),3.9,1.7,0.5,-21.6,-6.5,-5.9,2.0,-0.6,0.5,9.6
Cc1ccc(CS(=O)Cc2ccc(C(=O)NCc3ccccc3Br)o2)cc1 (stereo not drawn),2.1,0.4,1.8,3.2,0.8,-3.4,3.4,1.8,-3.0,-11.8
CCCCCCN1CC(=O)N2[C@@H](Cc3c([nH]c4ccccc34)C2(C)C)C1=O,-0.6,1.1,-0.9,0.2,-4.1,-7.9,-2.5,0.1,0.2,-3.3
O=C(NC(=S)Nc1ccc2[nH]c(=O)[nH]c2c1)c1cccc(F)c1,2.2,-0.5,0.9,6.3,1.7,-14.1,2.4,-3.3,-1.8,4.5
C/C(=N\NC(=O)c1nonc1N)c1cccs1,3.8,1.9,1.2,14.6,-10.3,-7.9,1.0,1.8,-2.3,2.1
CC1CCN(CC(=O)Nc2ccc(S(=O)(=O)NC3CC3)cc2)CC1,0.0,1.8,-1.4,9.2,0.7,-7.5,-0.4,-2.6,1.0,-1.0
O=C(c1cccc([N+](=O)[O-])c1)N1CCN(S(=O)(=O)N2CCCCC2)CC1,-0.8,-3.1,0.2,-3.6,-8.8,5.2,2.7,-0.2,-1.3,7.2
CS(=O)(=O)Nc1cccc(C2=NN(S(=O)(=O)c3ccc(F)cc3)C(c3cccs3)C2)c1 (stereo not drawn),1.8,-2.0,-0.3,10.7,-2.9,-9.6,1.7,0.6,-1.2,-12.1
Cc1ccc(NCc2nnc(SCCN3CCCCC3)n2CC2CCCO2)cc1Cl (stereo not drawn),2.5,-1.5,-4.6,12.2,-1.6,-1.5,0.4,-15.5,0.2,-1.3
O=C1CC(c2ccccc2)Oc2cc(O)cc(O)c21 (stereo not drawn),2.5,-3.2,-0.3,17.9,13.8,-7.9,1.5,0.5,0.1,2.1
COc1ccc(Cn2c(C(C)C)nc3sc4ccccc4c(=O)c3c2=O)cc1,0.8,-1.0,-0.2,2.3,4.2,-8.8,-1.1,-0.6,-0.1,-7.4
CCOC(=O)N1CCN(CCC(=O)c2ccc(Br)cc2)CC1,-2.4,2.5,x,11.5,-1.7,-6.7,x,-2.7,1.1,6.8
COc1cc(S(=O)(=O)NC2CCCC2)ccc1Cl,2.3,0.7,1.3,-8.2,2.1,4.1,1.2,x,0.0,1.6
COC(=O)[C@H](CCSC)NC(=O)N1CCC(C)CC1,1.6,-0.4,-3.4,-11.1,-7.4,-1.0,0.7,x,-0.2,-0.5
C[C@@H](NCCc1ccc(O)cc1)[C@@H](O)c1ccc(O)cc1,4.9,1.0,-1.0,0.8,-1.3,3.1,-1.6,4.1,-0.2,10.3
COC(=O)C(C(=O)OC)C(CC(=O)c1ccc(Br)cc1)c1ccccc1 (stereo not drawn),4.2,-3.8,x,6.4,1.0,10.1,x,-4.5,-0.5,0.1
Cc1cc(C)n(S(=O)(=O)c2ccccc2)n1,2.5,1.5,-0.8,0.3,4.9,-7.2,-0.7,1.0,0.7,-4.2
CC(NC(=O)Cn1cc2c(n1)CCCCC2)c1ccccc1 (stereo not drawn),1.4,1.7,1.9,-6.4,-5.2,-8.4,4.1,1.0,-0.6,-4.9
O=C(NCC1CCCO1)C1CCN(C2CCN(C(=O)C3CCCCC3)CC2)CC1 (stereo not drawn),2.3,2.5,2.5,12.3,7.7,-9.3,2.5,1.2,-1.1,-5.4
O=C(CCC(=O)OCc1ccc(C(=O)Oc2ccccc2)cc1)Nc1cccc2ccccc12,3.6,-6.0,-0.4,35.1,-0.7,-16.0,-0.3,x,-0.6,0.9
COc1cccc(CNC(=O)COC(=O)c2ccc(Cl)s2)c1,2.7,-2.9,-0.4,x,-11.3,-9.9,1.9,-1.4,-1.0,1.2
Cc1cc(NC(=O)CNC(=O)C2CCCCC2)no1,1.9,2.9,1.1,-6.9,-3.9,-8.8,1.1,0.3,-1.4,2.8
Cc1nn(CC(=O)NC2CCCC2)c(C)c1[N+](=O)[O-],1.0,-1.8,-1.8,-3.6,-1.4,-14.0,2.2,1.5,0.0,8.5
CN1CCSc2ccc(C(=O)NCc3cccc(F)c3)cc21,3.1,-0.9,-2.8,2.4,-10.1,-7.5,-0.2,10.6,0.4,-1.5
CCCN(CCC)CCNC(=O)C1CC(=O)N(c2ccc(OC)cc2)C1c1ccc(OC)cc1 (stereo not drawn),1.4,-0.9,-1.7,0.1,-3.6,-0.6,-10.5,x,-1.4,-3.4
COc1ccc(CNC(=O)COC(=O)CCOc2ccc(C)cc2)cc1OC,1.2,3.6,-0.3,x,3.9,-7.0,-1.4,-1.5,-2.8,-0.1
COc1cccc(NC(=O)C2CCCCC2)c1,2.7,0.4,-1.0,13.2,-2.0,3.3,2.9,16.8,-1.6,25.8
Cc1ccc(NC(=O)[C@@H](CC(C)C)NC(=O)[C@@H]2Cc3ccccc3CN2)cc1,0.3,-2.5,1.7,-17.9,-1.9,-4.9,0.0,6.5,-0.1,14.2
COc1cccc(Nc2nc(-c3ccccc3)nc3ccccc23)c1,0.6,-6.7,1.0,-80.0,-4.4,-5.5,0.0,0.6,-0.5,-4.5
CCOC(=O)C1=C(COc2ccc(F)cc2Cl)NC(=O)NC1c1cc(C)ccc1C (stereo not drawn),1.4,2.8,-1.8,16.4,-5.1,-4.2,1.1,x,-0.6,-3.4
COC(=O)N/N=C/c1cn(Cc2ccc(F)cc2)c2ccccc12,1.4,5.1,0.3,-19.6,1.4,-13.0,-0.1,-3.7,0.9,5.4
Cc1cccc(C(=O)Nc2cccc(OC(=O)c3cccc(C)c3)c2)c1,3.3,-11.2,2.9,1.7,-6.8,-13.7,3.8,x,-1.0,1.7
COc1ccc(S(=O)(=O)N2CCC(C(=O)NC3CC3)CC2)cc1,0.7,-2.0,1.3,24.2,0.4,-14.5,3.6,-2.5,0.0,-15.0
CNC(=S)NCCc1ccc(OC)c(OC)c1,3.8,-0.1,-1.8,17.4,-1.7,-13.0,-0.2,-1.9,-0.7,-20.3
C/C=C/c1ccc(OCCOCCNCc2ccccc2)c(OC)c1,1.8,-3.0,1.0,1.3,1.7,-14.8,1.4,2.8,-0.8,-2.6
O=C(C1=C[C@H](C2CCCCC2)C[C@H](OCc2ccc(CO)cc2)O1)N1CCOCC1,2.5,-1.5,-0.6,6.7,2.4,-8.1,-0.3,-0.3,1.6,-4.0
CN(Cc1ccco1)C(=O)c1ccc(OC2CCN(Cc3ccccn3)CC2)cc1,1.7,-0.2,-1.9,-9.7,3.0,-5.0,4.7,0.8,-2.6,10.6
CCOCCCn1c(SCc2ccccc2)nnc1-c1ccncc1,-0.2,-1.4,-1.4,16.4,-0.2,-16.6,1.3,1.4,1.3,-7.5
C=CCOC(=O)C1=C[C@H](C2CC2)[C@@H](CCCO)[C@H](OCC)O1,2.7,-4.9,0.3,-16.3,-8.8,-15.6,2.3,0.8,-0.3,11.7
CNC(=O)COC(=O)/C=C/c1cccc(F)c1,2.0,3.7,1.4,-3.1,-1.1,-3.9,1.6,-0.5,-2.8,0.4
c1ccc(-c2nnc(N3CCN(c4ccccn4)CC3)c3ccccc23)cc1,4.0,0.1,0.2,x,8.3,15.2,-1.3,-11.4,-3.7,1.2
Cc1c(C(=O)N(Cc2ccccc2)C(C)C)oc2ccc(S(=O)(=O)N3CCOCC3)cc12,1.9,-0.1,-2.7,-1.4,11.4,-17.2,1.7,-3.6,-1.3,16.5
CCc1cccc(CC)c1NC(=O)COC(=O)Cc1ccsc1,3.7,0.3,2.6,29.5,-5.6,2.9,3.5,-1.6,-2.9,23.8
O=C(CN1CCN(S(=O)(=O)c2ccc(F)cc2)CC1)NCC1(N2CCOCC2)CCCCC1,-0.1,0.6,-5.4,2.8,2.4,-9.1,-1.6,-0.6,-0.4,2.6
CC(NC(=O)C(=O)NCCc1c[nH]c2ccccc12)c1ccccc1 (stereo not drawn),2.6,-1.2,0.6,-16.6,5.0,-11.4,1.1,1.1,x,-2.5
O=C(COc1cc(Cl)ccc1Cl)Nc1ccc2c(c1)CCC2,3.9,-7.7,0.5,-16.2,1.8,-1.8,2.0,5.7,0.8,5.7
O=C1c2ccccc2C(=O)C1Cc1cccc2ccccc12,1.9,5.1,1.1,11.9,17.3,-10.8,2.7,-3.8,1.5,-1.0
O=C1Nc2ccccc2O/C1=C\c1c(F)cccc1Cl,-0.1,-3.0,-0.7,1.0,-5.7,4.8,-0.4,3.3,-1.9,-2.6
COc1ccc(Cl)cc1NC(=O)CN(C)C(=O)COc1ccccc1F,3.2,0.5,-0.4,-16.7,0.4,-6.2,0.7,-2.7,-0.2,x
COc1ccc(N(C(=O)c2snc(C(N)=O)c2N)C(C(=O)NCc2ccccc2)c2ccc(F)cc2)c(OC)c1 (stereo not drawn),3.9,0.6,-3.3,-23.9,-1.1,-9.4,-1.5,-2.2,-2.8,-9.9
O=C(c1noc2c1CCCC2)N1CCCC(N2CCN(c3ccccc3F)CC2)C1 (stereo not drawn),x,-0.7,1.7,11.5,10.8,-7.5,6.2,x,-1.3,0.4
CCC(=O)Nc1cccc(-n2nnnc2SCC(=O)NCc2ccco2)c1,1.9,3.4,-4.1,5.8,0.3,-8.0,-3.0,x,1.0,-3.4
O=S(=O)([N-]c1nc2ccccc2nc1-[n+]1ccc(-c2ccncc2)cc1)c1ccccc1,1.3,-5.3,-1.8,6.4,-2.0,-11.0,2.3,9.3,-2.1,-0.5
CC(C)c1nc(SCC(=O)Nc2cccc(S(N)(=O)=O)c2)n[nH]1,3.4,-2.6,2.4,-7.8,-1.9,-14.5,1.1,x,0.3,-2.8
CC(=O)C1=C(O)C(=O)N(c2ccccn2)C1c1ccc(Cl)cc1 (stereo not drawn),-1.4,0.9,0.5,7.8,0.7,-11.9,-1.3,-1.0,1.0,-5.7
CCc1onc(C)c1C(=O)Nc1ccc2c(c1)OCO2,5.3,-2.3,-1.4,-9.5,-4.4,-10.2,4.2,0.3,-0.1,-6.4
Cc1ccc(CNS(=O)(=O)c2cn(C)c(=O)n(C)c2=O)cc1,0.9,-0.2,-0.1,-2.3,-4.8,-2.3,-1.1,-2.5,1.2,-6.1

# A different layout for some results above.
# Results follow in this order: phage Ecoli inh	DAGLB inh	Ecoli viability	PfHsp90 yeast 2	Tat transport	PvdQ inh	AddAB inh	Wnt bcat act	CAL PDZ inh	Rtt109 Vps75
CNC(=O)COC(=O)/C=C/c1cccc(F)c1
    2.0	3.7	1.4	-3.1	-1.1	-3.9	1.6	-0.5	-2.8	0.4
O=S(=O)([N-]c1nc2ccccc2nc1-[n+]1ccc(-c2ccncc2)cc1)c1ccccc1
    1.3	-5.3	-1.8	6.4	-2.0	-11.0	2.3	9.3	-2.1	-0.5
CCc1cccc(CC)c1NC(=O)COC(=O)Cc1ccsc1
    3.7	0.3	2.6	29.5	-5.6	2.9	3.5	-1.6	-2.9	23.8
